High-throughput results from PubChem.
KKLEB cytotox – cytotoxicity in KKLEB CF airway cells, primary screen, cytotoxicity control for CF NF-kB inhibitor project, cell-based, uHTS, fluorescence assay plates. actives 0.36% (n = 360,000). activity change (cytotoxicity), % at 5 µM. KKLEB CF airway cells viability, ATPlite luminescence, overnight; stronger effect = lower value; cells stimulated with P. aeruginosa culture filtrate;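 active = corrected activity change at or below -50% at 5 µM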
Peg3 prom inh – Peg3 promoter-driven luciferase inhibitors, primary screen, cell-based, HeLa, luciferase luminescence; inhibition, % at 20 µM; actives 1.7% (n = 360,000); HeLa PEG-Prom luciferase reporter, overnight;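 active = inhibition of at least 50% at 20 µM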
NR2E3 ag-1 – NR2E3 agonists in two-hybrid cells, primary screen, cell-based, luminescence, CHO-S, Gal4-NCOR/VP16-NR2E3; Photoreceptor-specific nuclear receptor (Homo sapiens), Q9Y5X4; actives 0.35% (n = 360,000); inhibition of corepressor binding, % at 3.98 µM; AID 602229, 2012; luciferase;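 active = inhibition above the mean of all tested compounds plus 3 SD, cut at about 70% in these data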;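 also: 0% = DMSO with NR2E3 transfected cells and 100% = cells lacking NR2E3 construct; higher means lower luciferase signal from less NR2E3 corepressor binding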
Target sequence (Q9Y5X4 whole entry, looked up, the tested form may be a part): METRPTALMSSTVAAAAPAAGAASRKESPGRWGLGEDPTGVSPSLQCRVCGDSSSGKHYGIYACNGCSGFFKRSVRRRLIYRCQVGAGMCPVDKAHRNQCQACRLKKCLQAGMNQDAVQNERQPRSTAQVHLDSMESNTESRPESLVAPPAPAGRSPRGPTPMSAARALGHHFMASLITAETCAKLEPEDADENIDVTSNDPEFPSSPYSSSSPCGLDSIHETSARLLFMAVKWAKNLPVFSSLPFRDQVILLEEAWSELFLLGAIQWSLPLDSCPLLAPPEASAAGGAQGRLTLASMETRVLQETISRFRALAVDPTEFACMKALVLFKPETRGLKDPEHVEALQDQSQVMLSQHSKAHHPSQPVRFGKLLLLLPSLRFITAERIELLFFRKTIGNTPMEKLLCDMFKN
iPSC survival up – enhancers of single-cell hiPSC survival, primary screen, ATPlite luminescence; survival enhancement, % at 20 µM; actives 0.044% (n = 360,000); AID 602274, 2012; 100% = ROCK inhibitor wells, 0% = DMSO; in the data active = survival enhancement above about 18%;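 also: cells exposed to compounds for 16 hours before the ATP read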
TWEAK-Fn14 inh – inhibitors of TWEAK-Fn14 signaling, primary screen, luciferase reporter cells, uHTS. AID 1159606, 2016. inhibition, % at 10 µM. actives 2% (n = 360,000). TWEAK-stimulated Fn14 reporter cells, luciferase luminescence, 8 h; in the data active = inhibition above about 50%
NR2E3 ag-2 – inhibitors of NR2E3-RetCOR corepressor binding, primary screen, NR2E3 agonist project, biochemical, TR-FRET, GST-NR2E3, biotin-RetCOR. inhibition of corepressor binding, % at 4.78 µM. 1536-well. actives 0.12% (n = 320,000). AID 2300, 2010;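 active = percent inhibition above the cutoff of mean plus 3 SD of all tested compounds, set per screening campaign, cut at about 20% in these data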;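 also: 0% = DMSO wells and 100% = biotin wells as full block of FRET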
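Format: 1536-well format; test system: GST-NR2E3 and biotin-RetCOR proteins; read-out basis: percent inhibition of TR-FRET ratio; timing: 5 h incubation at 4 °C; detection: time-resolved FRET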
aDG glyco act – activators of alpha-DG glycosylation, primary screen, uHTS, Pro5-aDG cells, AlphaScreen; alpha-DG glycosylation AlphaScreen (IIH6); 0% Pro5, 100% B10-LARGE cell signal; activation, % at 10 µM; actives 0.22% (n = 360,000); AID 624168, 2012;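 active = activation of at least 8% versus controls, or a plate z-score of at least 8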;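 also: Pro5 are CHO cells carrying HIG-tagged alpha-DG that lacks glycosylation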
Shn3 inh set2 – reduction of Shn3 3'UTR firefly luciferase signal, primary screen, Schnurri-3 inhibitor project, cell-based, Clone20 osteoblasts, set 2; actives 0.52% (n = 360,000); inhibition, % at 12.5 µM; Clone20 osteoblast Shn3 3'UTR firefly luciferase, 24 h;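 active = mean inhibition of at least 75% with every replicate also reaching 75%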;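 also: 0% = median of neutral control wells and 100% = pilot-screen positive control compound; some compounds past the cut are filed as inactive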
CF NFkB inh – inhibitors of PAF-induced NF-kB signaling, primary screen, cell-based, GFP fluorescence, uHTS; KKLEB NF-kB-GFP reporter, GFP fluorescence overnight; inhibition, % at 5 µM; actives 0.86% (n = 360,000); AID 588850, 2011;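 active = at least 50% inhibition at 5 µM, scaled per plate between neutral and stimulator controls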;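 also: PAF is a Pseudomonas aeruginosa culture filtrate used as stimulus; plate controls were PAF-stimulated DMSO wells for no effect and unstimulated DMSO wells for full effect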
HIF-2a block – HIF-2a reporter inhibitors, primary screen, luminescence, 786-0 RCC cells. 786-0 RCC cells HIF-2a reporter, luciferase luminescence, overnight. inhibition, % at 18.8 µM. actives 0.72% (n = 360,000). AID 624352, 2012;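 active = inhibition of the luminescence signal of 40% or more relative to plate controls, in a single-dose primary screen at 18.75 µM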
MITF TRPM1 inh – inhibitors of MITF-dependent TRPM1 promoter reporter, primary screen, cell-based, SK-MEL-5, single point, luciferase; SK-MEL-5 TRPM1 promoter luciferase, 24 h; inhibition, % at 12.5 µM; actives 0.83% (n = 330,000); AID 488899, 2010;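 active = mean inhibition across replicates of 60% or more, whatever share of single replicates reaches that level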; also: values of inactives mirror those of a sister screen read the other way
Numbers without * were called inactive; . = not tested or not shown.

(1) Cc1cc(S(=O)(=O)N2CCCCC2)c(C)s1
(2) CCc1nc(SCCO)c2oc3ccccc3c2n1
(3) COCCNC(=O)c1ccc(N2CCC3(CC2)OCCO3)c([N+](=O)[O-])c1
(4) CCN(CC(=O)Nc1ccc2c(c1)OCCO2)C(=O)/C=C/c1ccc(F)cc1
(5) O=C(CN1CCN(c2ccc(F)cc2)CC1)Nc1cccc(C(F)(F)F)c1
(6) O=C1C[C@@H]2C(=O)N(c3ccccc3)C(=O)[C@@H]2[C@@H]2CN(S(=O)(=O)c3ccccc3)[C@@H](c3ccccc3)[C@H]12
(7) Cc1cccc(N2CCN(C(=O)CCS(=O)(=O)c3ccc4c(c3)NC(=O)CO4)CC2)c1C
(8) CCN1CCc2c(C#N)c(NCc3ccccc3)nc(NCCO)c2C1
screen / no.	1	2	3	4	5	6	7	8
KKLEB cytotox	0	13	-4	-5	1	0	-1	2
Peg3 prom inh	2	-48	-17	-101	12	-19	17	2
NR2E3 ag-1	-29	-16	-4	-23	3	13	2	-9
iPSC survival up	-0.4	-3.1	-1.2	0.8	5.5	2.8	0.6	-2.6
TWEAK-Fn14 inh	-17	-1	-18	-10	1	4	16	1
NR2E3 ag-2	-2	5	4	4	-1	.	0	4
aDG glyco act	0.1	-0.2	-0.2	-0.2	-0.1	-0.1	0.4	0.2
Shn3 inh set2	11	5	-16	-9	-9	-2	28	8
CF NFkB inh	4	21	24	-5	-7	-5	7	3
HIF-2a block	11	-33	-3	-142	10	5	6	16
MITF TRPM1 inh	-11	-6	-2	-30	2	.	12	2

(9) Cc1cccn2c(=O)c(C=NCc3ccco3)c(Nc3ccc(SC(F)F)cc3)nc12
(10) COC(=O)N1CC(c2ccccc2)CC1=O (centres undefined)
(11) c1ccc(-c2sc3ccccc3c2-c2ccc(OCCN3CCCCC3)cc2)cc1
(12) CCSc1nnc(NC(=O)C2CCN(C(=O)c3ccc(F)cc3)CC2)s1
(13) O=C(CSC1=NCCN1)Nc1cccc([N+](=O)[O-])c1
(14) O=S(=O)(c1ccc(Cl)cc1)N1CCN=C1SCc1cccnc1
(15) C[C@@H]1CN([C@H](C)CO)C(=O)CCCn2nncc2CO[C@H]1CN(C)Cc1cccc(C(=O)O)c1
(16) Nc1nc(SCC(=O)c2ccc(Oc3ccccc3)cc2)n[nH]1
screen / no.	9	10	11	12	13	14	15	16
KKLEB cytotox	4	21	-11	2	17	10	18	-14
Peg3 prom inh	12	-12	-1	8	-2	7	-11	-50
NR2E3 ag-1	-3	-22	10	-6	-12	-4	9	1
iPSC survival up	3.4	5.9	-0.4	0.2	3.4	-1.9	1.0	-2.6
TWEAK-Fn14 inh	-11	-1	-10	10	29	-10	12	7
NR2E3 ag-2	1	7	.	.	2	3	.	2
aDG glyco act	0.4	0.0	0.1	0.1	0.0	-0.1	0.5	-0.1
Shn3 inh set2	7	7	0	0	-25	21	-4	-11
CF NFkB inh	-30	-11	-8	-22	35	2	-20	0
HIF-2a block	-13	9	12	8	10	-2	8	-64
MITF TRPM1 inh	-1	0	-9	3	36	12	.	-13

(17) COc1ccc(C(=O)NCC(=O)N/N=C/c2cccc(OC(=O)c3ccco3)c2)cc1OC
(18) CCOC(=O)c1csc(-c2sccc2Br)n1
(19) CO/N=C/c1cn(-c2ccc(Cl)cc2)nn1
(20) Cc1ccccc1OC(C)C(=O)Nc1cccnc1 (centres undefined)
(21) CC(C)OC(=O)CC12CN(C)CC(CC(=O)OC(C)C)(CN(C)C1)C2=O
(22) CNC(=O)c1[nH]cnc1C(=O)NCC(=O)OCc1ccccc1
(23) CC1CC(C)CN(C(=O)c2ccc(Br)c(S(=O)(=O)N3CCOCC3)c2)C1 (centres undefined)
(24) Cc1ccccc1NC(=O)CN(C)S(=O)(=O)c1cccs1
screen / no.	17	18	19	20	21	22	23	24
KKLEB cytotox	11	-10	-6	-3	0	-7	-9	-5
Peg3 prom inh	7	-181	-62	2	10	3	13	-10
NR2E3 ag-1	-11	-17	-25	13	12	-14	-6	-6
iPSC survival up	1.7	-0.5	1.0	0.8	-5.3	0.2	0.1	-0.7
TWEAK-Fn14 inh	-1	24	-19	8	-5	6	-1	35
NR2E3 ag-2	2	11	2	1	1	2	1	1
aDG glyco act	0.0	-0.1	0.8	-0.4	1.1	-0.1	0.1	-0.2
Shn3 inh set2	7	-70	-15	-6	8	15	-55	-11
CF NFkB inh	-8	-4	21	16	-4	7	-8	4
HIF-2a block	12	-313	-92	-3	4	7	8	-1
MITF TRPM1 inh	-2	-47	-25	-4	4	-1	6	3

The list goes on (four carried over from the part before).
(21) CC(C)OC(=O)CC12CN(C)CC(CC(=O)OC(C)C)(CN(C)C1)C2=O
(22) CNC(=O)c1[nH]cnc1C(=O)NCC(=O)OCc1ccccc1
(23) CC1CC(C)CN(C(=O)c2ccc(Br)c(S(=O)(=O)N3CCOCC3)c2)C1 (centres undefined)
(24) Cc1ccccc1NC(=O)CN(C)S(=O)(=O)c1cccs1
(25) COc1cc(C=O)c(Br)cc1OCC(=O)NCc1ccccc1
(26) O=C(/C=C/c1ccco1)N/C(=C\c1ccco1)C(=O)NCCc1nc2ccccc2[nH]1
(27) COc1cc(/C=N/N=C2/C(=O)Nc3ccccc32)ccc1O
(28) C[C@H](CO)N1C[C@H](C)[C@@H](CN(C)S(=O)(=O)c2cccs2)Oc2c(NS(=O)(=O)c3ccc(F)cc3)cccc2C1=O
(29) CN(C)c1ccc(C=C2C(=O)OC(C)(C(C)(C)C)OC2=O)cc1 (centres undefined)
(30) CC(=O)Nc1cc2c(cc1NC(=O)Cn1nc(-c3ccccc3F)ccc1=O)OCCO2
(31) Cc1ccc(NC(=S)N/N=C/c2c(Cl)cccc2Cl)c(C)c1
(32) CC(=O)Nc1ccc(-c2nn[nH]n2)cc1Cl
screen / no.	21	22	23	24	25	26	27	28	29	30	31	32
KKLEB cytotox	0	-7	-9	-5	-7	4	-10	0	-12	-6	-8	8
Peg3 prom inh	10	3	13	-10	-9	3	-55	7	6	3	-103	-1
NR2E3 ag-1	12	-14	-6	-6	6	-4	-47	-39	17	-22	-14	-10
iPSC survival up	-5.3	0.2	0.1	-0.7	-2.5	-0.7	-1.7	-0.4	0.1	2.2	-3.6	0.3
TWEAK-Fn14 inh	-5	6	-1	35	-1	9	-13	14	-4	5	7	11
NR2E3 ag-2	1	2	1	1	1	-1	-3	.	-1	2	1	-4
aDG glyco act	1.1	-0.1	0.1	-0.2	0.8	0.1	0.4	-0.2	0.0	0.0	-0.3	0.0
Shn3 inh set2	8	15	-55	-11	9	-3	-10	-2	-7	-1	23	2
CF NFkB inh	-4	7	-8	4	13	-8	-21	10	1	-10	50*	-6
HIF-2a block	4	7	8	-1	10	6	-141	17	2	18	-145	2
MITF TRPM1 inh	4	-1	6	3	-11	2	2	-3	-2	1	-9	4

(33) O=C(NNC(=O)c1ccc(NC(=O)c2ccccc2)cc1)c1ccc(F)cc1
(34) C=CCOc1ccc(/C=C2\SC(N)=NC2=O)cc1OC
(35) COc1ccc(C(=O)N/N=C(\C)CC(=O)Nc2ccc3c(c2)OCO3)cc1
(36) Cc1ccsc1C(=O)N1CCCC(C)(C(=O)O)C1 (centres undefined)
(37) CC(=O)Nc1ccc(NC(=O)COC(=O)c2c(C)nn(-c3ccccc3)c2C)cc1
(38) COc1cc(OC)c(NC(=O)CCNS(=O)(=O)c2ccc3c(c2)oc(=O)n3C)cc1Cl
(39) O=C(O)c1cccc(N2C(=O)c3ccc(Oc4ccc(Cl)cc4)cc3C2=O)c1
(40) Cc1ccc(NC(=O)CCC(=O)c2ccc(Br)cc2)cc1
screen / no.	33	34	35	36	37	38	39	40
KKLEB cytotox	19	-7	6	-12	8	2	1	-5
Peg3 prom inh	15	-24	8	-2	-16	13	-22	10
NR2E3 ag-1	14	-13	-13	-30	-13	4	-78	-1
iPSC survival up	-0.1	0.7	1.4	0.0	0.3	0.1	-1.8	-0.3
TWEAK-Fn14 inh	6	3	2	3	-22	2	16	-10
NR2E3 ag-2	0	-3	0	.	-1	1	2	-1
aDG glyco act	-0.1	0.0	0.0	-0.2	0.1	0.0	-0.2	0.0
Shn3 inh set2	-7	-2	3	-25	-33	-5	-18	11
CF NFkB inh	-9	10	-11	-4	-32	13	-1	-9
HIF-2a block	0	1	1	5	-37	14	14	-6
MITF TRPM1 inh	7	-9	2	.	0	6	7	-7

(41) Cc1ccccc1N1C(=O)c2ccccc2C1Nc1cccnc1 (centres undefined)
(42) O=S(=O)(NCc1csc(-c2cccnc2)n1)c1ccc(F)cc1
(43) COc1ccc(/C(C#N)=C/c2c(-c3ccc(Cl)cc3)nc3c(C)cccn23)cc1
(44) CC(C)Cn1nc(NC(=O)C2CCCO2)c2cc3ccccc3nc21 (centres undefined)
(45) Cc1cc(/C=C2/NC(=O)NC2=O)c(C)n1-c1cccnc1
(46) CNc1nc(Nc2ccc(C(=O)OC)cc2)c2sccc2n1
(47) Cc1nn(S(=O)(=O)N2CCOCC2)c(C)c1Br
(48) Cc1ncc(CO)c2cc(C(=O)Nc3cccc(F)c3)c(=Nc3cccc(C(N)=O)c3)oc12
(49) COc1cccc(NC(=O)CSc2nnc(-c3cccnc3)o2)c1
screen / no.	41	42	43	44	45	46	47	48	49
KKLEB cytotox	-3	-2	-5	-7	11	5	1	-7	21
Peg3 prom inh	7	-28	25	2	-27	8	5	-21	-42
NR2E3 ag-1	-8	16	0	-37	-12	12	-25	-28	-11
iPSC survival up	-1.3	-0.3	3.1	-1.3	-2.4	12	-0.1	-0.7	0.2
TWEAK-Fn14 inh	11	4	3	11	3	10	-15	0	2
NR2E3 ag-2	0	1	1	0	3	.	2	0	-2
aDG glyco act	-0.1	0.0	-0.6	0.2	0.1	-0.2	-0.2	0.0	0.0
Shn3 inh set2	-2	8	21	5	-12	-6	5	-15	5
CF NFkB inh	26	6	30	-10	-11	-33	2	-19	-38
HIF-2a block	14	-7	14	-7	-19	-10	19	11	-55
MITF TRPM1 inh	8	0	16	-1	5	.	-9	9	10

Three entries already listed, ordered by number of heavy atoms, rising:
(45) Cc1cc(/C=C2/NC(=O)NC2=O)c(C)n1-c1cccnc1
(44) CC(C)Cn1nc(NC(=O)C2CCCO2)c2cc3ccccc3nc21 (centres undefined)
(43) COc1ccc(/C(C#N)=C/c2c(-c3ccc(Cl)cc3)nc3c(C)cccn23)cc1
screen / no.	45	44	43
KKLEB cytotox	11	-7	-5
Peg3 prom inh	-27	2	25
NR2E3 ag-1	-12	-37	0
iPSC survival up	-2.4	-1.3	3.1
TWEAK-Fn14 inh	3	11	3
NR2E3 ag-2	3	0	1
aDG glyco act	0.1	0.2	-0.6
Shn3 inh set2	-12	5	21
CF NFkB inh	-11	-10	30
HIF-2a block	-19	-7	14
MITF TRPM1 inh	5	-1	16
